FID counter: displaces DNA intercalator in HCV helicase counter-screen. DNA fluorescent intercalator displacement, fluorescence. inhibition, % at 7.9 µM. 290,000 tested, 0.17% active. AID 1845; in the data active = inhibition above about 37%;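 also: 0% = vehicle and 100% = reference compound; higher means more ethidium bromide displaced from hairpin DNA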
GPR7 antag: blocks human GPR7 receptor signaling | P48145 | GPR7-expressing cells, fluorescence antagonist assay | inhibition, % at 4.4 µM | 290,000 tested, 1.1% active; in the data active = inhibition above about 16%, passing the limit was not always enough;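 also: cells stimulated with the agonist NPW; 0% = agonist with vehicle and 100% = vehicle without agonist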
OXTR agonist: activates the human oxytocin receptor | 320,000 tested, 0.32% active | P30559 | activation, % at 3 µM | CHO-OTR cells, Fluo-8 calcium fluorescence; normalized: DMSO 0%, oxytocin 100%;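 active = activation above the mean of all tested compounds plus 3 SD, cutoff set per screening run, cut at about 20% in these data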;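 also: peak over basal fluorescence ratio from a 100 s FLIPR kinetic read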
Target sequence (P30559 whole entry, looked up): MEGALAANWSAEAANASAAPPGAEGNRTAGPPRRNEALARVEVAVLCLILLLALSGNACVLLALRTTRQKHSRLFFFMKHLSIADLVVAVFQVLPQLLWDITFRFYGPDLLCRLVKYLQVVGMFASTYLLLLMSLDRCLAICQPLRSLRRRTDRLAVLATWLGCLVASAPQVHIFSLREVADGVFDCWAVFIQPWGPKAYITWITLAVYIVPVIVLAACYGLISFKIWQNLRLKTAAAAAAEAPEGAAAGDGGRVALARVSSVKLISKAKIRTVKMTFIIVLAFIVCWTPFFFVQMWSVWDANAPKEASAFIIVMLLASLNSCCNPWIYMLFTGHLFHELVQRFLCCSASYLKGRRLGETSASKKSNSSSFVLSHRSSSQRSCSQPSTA
VIM-2 inh: blocks Pseudomonas aeruginosa VIM-2 metallo-beta-lactamase | purified VIM-2, nitrocefin hydrolysis, epi-absorbance fluorescence | inhibition, % at 5.6 µM | AID 1527 | 290,000 tested, 0.89% active;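 active = inhibition above the mean of all tested compounds plus 3 SD, cutoff set per screening run, cut at about 7.5% in these data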;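 also: red hydrolysis product quenches plate fluorescence so inhibitors raise well fluorescence; 0% = enzyme with DMSO and 100% = DMSO without enzyme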
V1aR counter: activates human V1a receptor in oxytocin agonist counter-screen. 320,000 tested, 0.25% active. P37288. CHO-V1R cells, Fluo-8 calcium fluorescence, agonist mode; 0% DMSO, 100% 3 nM vasopressin. activation, % at 3 µM;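 active = activation above the mean activation of all tested compounds plus 3 SD, per screening run, cut at about 20% in these data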;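 also: signal is peak over basal fluorescence ratio across a 100 second FLIPR read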
Target sequence (P37288 whole entry, looked up): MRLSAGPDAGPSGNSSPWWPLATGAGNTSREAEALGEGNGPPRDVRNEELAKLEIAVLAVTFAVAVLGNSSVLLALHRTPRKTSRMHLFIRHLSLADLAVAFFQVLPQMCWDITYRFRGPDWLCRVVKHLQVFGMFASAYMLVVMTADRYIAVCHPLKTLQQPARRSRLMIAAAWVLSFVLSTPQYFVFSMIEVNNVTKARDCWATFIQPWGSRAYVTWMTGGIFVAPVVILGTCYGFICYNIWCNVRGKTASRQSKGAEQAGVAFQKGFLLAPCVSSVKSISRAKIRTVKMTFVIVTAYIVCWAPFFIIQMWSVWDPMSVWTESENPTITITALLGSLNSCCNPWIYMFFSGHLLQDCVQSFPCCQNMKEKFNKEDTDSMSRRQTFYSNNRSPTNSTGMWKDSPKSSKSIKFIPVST
IMP-1 inhibitor: blocks Pseudomonas aeruginosa IMP-1 metallo-beta-lactamase | 290,000 tested, 0.45% active | AID 1556 | purified IMP-1, nitrocefin hydrolysis, epi-absorbance fluorescence | inhibition, % at 5.6 µM;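 active = inhibition above the mean plus 3 SD of all compounds in the same screening run, cut at about 4.5% in these data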;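 also: 0% = IMP-1 with DMSO and 100% = DMSO wells lacking enzyme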
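assay system = purified recombinant IMP-1 metallo-beta-lactamase enzyme | schedule = 15 min preincubation plus 25 min reaction at 25 °C | signal = Epi-absorbance fluorescence, 480 nm excitation, 530 nm emission | read-out basis = percent inhibition from optical density relative to buffer-blank wells | controls = IMP-1 with DMSO as 0%, enzyme-free DMSO as 100%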
NS3 helicase inh: HCV NS3 helicase inhibition; NS3 helicase DNA unwinding, Cy5 molecular beacon fluorescence; inhibition, % at 10.9 µM; 290,000 tested, 0.56% active; AID 1800;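 active = inhibition above the mean of all tested compounds plus 3 SD, set per campaign, cut at about 35% in these data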;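 also: 0% = DMSO wells and 100% = thioflavine S control wells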
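System: HCV NS3 helicase fragment; control set: DMSO and thioflavine S; technique: Cy5 fluorescence at 0 and 60 min, beacon hairpin quenching; reagent: beacon DNA duplex substrate plus ATP; replicates: singlicate; schedule: 1 h reaction at 25 °C, ATP-initiated; medium: MOPS buffer pH 6.5 with MgCl2, DTT, Tween20, BSA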
GalR3 antagonist: antagonists of human GalR3; HEK293 GalR3-CNG cAMP membrane potential fluorescence; galR3 body fused to GalR1 C-terminus; 360,000 tested, 0.44% active; O60755; inhibition, % at 3 µM;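 active = inhibition above the screen-wide average plus 3 SD, cut at about 13% in these data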;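 also: forskolin and galanin both at EC90 stimulate the cells; cAMP rise reported by CNG channel membrane potential dye signal; 0% = forskolin plus galanin with DMSO and 100% = forskolin alone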
PHOSPHO1 block: PHOSPHO1 (human) inhibition. inhibition, % at 13.3 µM. AID 1565. 290,000 tested, 1.1% active. recombinant PHOSPHO1, absorbance phosphatase assay; in the data active = inhibition above about 60%
Target sequence (Q8TCT1 whole entry, looked up): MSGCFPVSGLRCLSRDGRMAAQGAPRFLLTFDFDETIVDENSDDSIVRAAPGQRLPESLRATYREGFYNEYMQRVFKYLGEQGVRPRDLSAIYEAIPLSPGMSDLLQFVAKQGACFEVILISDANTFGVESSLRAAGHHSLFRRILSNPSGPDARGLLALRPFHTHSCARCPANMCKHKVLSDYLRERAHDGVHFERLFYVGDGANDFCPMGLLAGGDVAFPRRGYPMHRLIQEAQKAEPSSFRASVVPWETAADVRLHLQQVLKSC
Starred values were filed as active, the others as inactive; . = no result given.

SMILES	FID counter	GPR7 antag	OXTR agonist	VIM-2 inh	V1aR counter	IMP-1 inhibitor	NS3 helicase inh	GalR3 antagonist	PHOSPHO1 block
Cc1nc(N2CCCCC2)c2c(C)c(C(=O)Nc3ccc4c(c3)OCCO4)sc2n1	-41	-34	-2.2	-2.4	-0.7	-2.0	-6	0	20
CCOC(=O)N1CCC(NC(=O)Cn2c3ccccc3c3cn[nH]c(=O)c32)CC1	-12	2	.	-1.0	.	-2.0	-1	.	10
CN1CCN(C(=O)/C(=C/c2cn(S(=O)(=O)N(C)C)c3ccccc23)NC(=O)c2ccccc2)CC1	21	5	0.9	-0.3	0.4	0.3	-38	-5	40
CCOc1ncccc1C(=O)Nc1nnc(C(CC)CC)s1	-30	-5	-1.1	-1.7	-1.3	-3.5	4	-1	40
CC(=O)N(c1ccccc1C)S(=O)(=O)c1ccc(Cl)cc1	-8	-4	-3.1	-2.6	-1.1	-1.8	-9	-7	5
CCC(C)[C@H](NC(=O)NCC1CCCO1)C(=O)OC (stereo partly specified)	5	-3	-0.3	-4.1	0.1	-2.7	-6	-7	14
Cc1ccc(NC(=O)c2ccc(CNc3c(N4CCC(C)CC4)c(=O)c3=O)cc2)cc1	-5	-6	0.5	-1.9	-0.7	-3.6	-2	-5	22
O=C(O)C1CC(c2ccccc2)=NO1 (stereo unspecified)	0	-6	0.5	-2.0	-0.1	-3.7	1	-5	15
CCN(CC)CCCN1C(=O)C(=O)/C(=C(/O)c2ccc3c(c2)OCCO3)C1c1ccco1 (stereo unspecified)	7	-5	0.7	2.1	0.5	1.0	0	5	22
CC1CC(C(F)(F)F)n2nc(C(=O)O)cc2N1 (stereo unspecified)	5	-9	0.3	-1.8	0.0	1.8	5	-4	22
Cn1c(SCC#N)nnc1-c1cccnc1	1	-12	0.8	-3.5	0.8	-1.8	2	-4	-8
COc1ccc(S(=O)(=O)N2CCN(Cc3ccccc3)CC2)cc1OC	-21	-19	.	-0.5	.	-0.6	97*	-11	-26
Cc1cc(C)n(-c2nc(Nc3ccccc3C(F)(F)F)nc(-n3nc(C)cc3C)n2)n1	-22	1	12	7.5	9.3	-4.4	-17	-14	-12
Cc1c(OCC(=O)N[C@H](C(=O)O)c2ccccc2)ccc2c3c(c(=O)oc12)CCCC3	-28	12	-0.9	12*	-0.4	-5.3	2	-3	23
CCOC(=O)C1=C(N)Oc2c(c(=O)[nH]c3ccccc23)C1c1ccccc1 (stereo unspecified)	-12	-5	-1.9	-0.8	-0.7	1.2	6	-1	3
COc1ccccc1Nc1nc(C)cc(C)c1C(N)=O	-1	-9	0.7	-2.0	0.4	-6.0	5	-4	31
Nc1ncc(-n2cncn2)c(-c2ccc(Cl)cc2)n1	2	-2	1.1	-1.0	0.1	-1.7	-8	-4	38
O=C(CC(Nc1ccccc1Cl)C(=O)O)c1ccccc1 (stereo unspecified)	0	-3	0.2	-2.1	1.0	-2.2	13	-2	12
CN(CC(O)COc1ccc(S(=O)(=O)N2CCOCC2)cc1)C1CCCCC1 (stereo unspecified)	5	0	2.2	-1.5	0.6	-5.2	2	0	12
Cc1ccc(NC(=O)C2CC(=O)N(CCc3ccccc3)C2)c(C)c1 (stereo unspecified)	-21	2	-1.1	-1.8	-0.8	-3.6	-16	-1	-10

Single entries from the list.
`O=C(CC(Nc1ccccc1Cl)C(=O)O)c1ccccc1` (stereo unspecified) – NS3 helicase inh: 13
`Cc1ccc(NC(=O)C2CC(=O)N(CCc3ccccc3)C2)c(C)c1` (stereo unspecified) – NS3 helicase inh: -16

New compounds follow:
SMILES	FID counter	GPR7 antag	OXTR agonist	VIM-2 inh	V1aR counter	IMP-1 inhibitor	NS3 helicase inh	GalR3 antagonist	PHOSPHO1 block
O=C(Cn1ccsc1=NC(=O)c1ccco1)c1ccccc1	-5	-9	-0.6	-2.2	0.3	-0.8	0	-4	18
N#C/C(=C\c1ccccc1[N+](=O)[O-])C(=O)NCc1ccccc1	-1	18	4.2	-1.0	2.3	-0.9	0	1	32
COc1ccc(NCc2cc3ccccc3[nH]c2=O)cc1	0	-13	0.8	-1.4	1.6	-2.5	0	-3	25
COc1ccc(NC(=O)CC2SC(=Nc3ccccc3)NC2=O)c(OC)c1 (stereo unspecified)	-18	-14	0.7	-2.0	-0.6	-4.2	-2	-1	10
N#CCCN(C(=O)COc1ccc(C#N)cc1)c1ccc(F)cc1	-1	-3	3.3	-0.9	1.6	-0.5	4	-1	23
Cc1ccc(-n2c(SCC(=O)OC(C)C)nnc2-c2ccccn2)cc1	-23	1	-0.5	-3.9	-0.3	-4.4	11	-5	9
COc1ccc(NC(=O)/C(Cl)=C(/Cl)S(=O)Cc2ccc(C)cc2)cn1 (stereo unspecified)	-12	58*	-0.9	1.8	-1.0	3.6	-4	.	15
CC(C(=O)NC(c1ccccc1)c1ccccc1)N1CCOCC1 (stereo unspecified)	-13	-2	0.7	-1.0	-0.6	-4.0	2	-6	19
CC(C)CCOP(=O)(c1ccc(N(C)C)cc1)C(O)c1c(Cl)cccc1Cl (stereo unspecified)	-45	-2	-2.9	-1.4	-0.2	-2.4	-6	-11	35
O=C(OCc1ccccc1Cl)c1ccccc1C(=O)c1ccccc1	-23	-22	-0.6	-0.5	0.2	-1.0	3	-5	16
Cc1n[nH]c(=S)n1/N=C/c1ccccc1OCc1ccc(Cl)cc1Cl	-2	-2	-0.4	-1.2	0.1	-3.3	2	4	-2
CCOc1ccc(-c2nnn(CC(=O)NCCc3c[nH]c4ccccc34)n2)cc1	-5	6	10	3.6	2.9	-0.8	2	-4	6
O=C(NN=C1CCCCC1)NC1CCCCC1	-11	-15	-2.3	-2.7	-0.6	-5.7	-2	-4	17
CCOC(=O)c1ccc(N2C(=O)C=CC2=O)cc1	-15	2	0.8	-2.9	0.0	-3.5	3	.	6
CCOC(=O)N1CCN(C(=S)Nc2ccc3nc(N4CCN(CC)CC4)cc(C)c3c2)CC1	25	6	-1.6	-0.5	0.1	-3.1	-49	1	-20
O=C(NC(Cc1ccccc1)C(=O)O)/C(=C\c1ccccc1F)NC(=O)c1ccccc1 (stereo unspecified)	-31	-13	0.6	-3.6	0.8	-4.0	-12	-5	30
Nc1c(-c2cccc([N+](=O)[O-])c2)nc2ccccn12	3	-3	-1.9	-1.1	-1.2	-0.5	2	-3	-6
COc1ccc(NC(=O)N2C3CCCC2CC(NC(=O)c2ccccc2)C3)cc1 (stereo unspecified)	-14	0	-0.9	-3.6	-0.1	-1.8	2	-4	27
CN1c2ccc(C=O)c3c(C=O)ccc(c23)N(C)C1(C)C	-8	-4	3.9	1.7	4.4	2.5	5	-11	11
COc1ccc(C)cc1NC(=O)CCCN1C(=S)NC(C)(C)CC1C (stereo unspecified)	-18	-14	-0.6	-2.0	-0.2	-5.2	0	-9	-4
COc1ccc(OC)c(-c2cc(C(=O)NCc3ccc(Cl)cc3)no2)c1	-4	-13	-0.4	-1.5	0.4	-3.4	1	-1	2
Cc1ccccc1NC(=O)N1CCN(C(=O)c2ccco2)CC1	1	-21	0.2	-1.3	0.0	-2.0	-2	-6	-37
CCCNC(=O)c1onc(CSc2ccncc2)c1C(=O)NCCC	.	.	-0.6	.	-0.2	.	.	-4	18
COc1ccc(/C=C2/C(=O)ON=C2C)cc1Cl	-1	-16	0.0	3.6	0.2	-0.3	4	-13	34
CCc1cc(=O)oc2cc(C)cc(OC(C)C(=O)NCC(O)c3ccccc3)c12 (stereo unspecified)	-31	6	-1.2	-0.4	-0.2	-1.7	-8	2	26
Cn1cnc(S(=O)(=O)N2CCN(c3ccccc3)CC2)c1	-5	3	1.3	-4.4	0.1	-2.1	-4	1	60
COc1ccc(NS(=O)(=O)c2cccc(Cl)c2)cc1S(=O)(=O)N1CCCCC1	-13	-6	1.8	-1.6	4.1	-2.6	5	-3	11
COc1ccc(C(=O)Nc2cc(Cl)ccc2C(=O)O)cc1	-10	5	-1.0	1.2	2.4	1.8	21	-7	-16
Cn1c(CCNC(=O)c2ccccc2Cl)n[nH]c1=S	0	-5	-0.3	1.8	1.4	-1.1	3	-2	-88
COc1cccc(C(=O)Nc2nnc(-c3ccccc3)s2)c1	-15	1	.	-1.3	.	-2.2	-3	-7	2

An excerpt of these results, with two lines to a compound:
Values run as follows: FID counter | GPR7 antag | OXTR agonist | VIM-2 inh | V1aR counter | IMP-1 inhibitor | NS3 helicase inh | GalR3 antagonist | PHOSPHO1 block
CCCNC(=O)c1onc(CSc2ccncc2)c1C(=O)NCCC
→ . | . | -0.6 | . | -0.2 | . | . | -4 | 18
COc1ccc(/C=C2/C(=O)ON=C2C)cc1Cl
→ -1 | -16 | 0.0 | 3.6 | 0.2 | -0.3 | 4 | -13 | 34
CCc1cc(=O)oc2cc(C)cc(OC(C)C(=O)NCC(O)c3ccccc3)c12 (stereo unspecified)
→ -31 | 6 | -1.2 | -0.4 | -0.2 | -1.7 | -8 | 2 | 26
Cn1cnc(S(=O)(=O)N2CCN(c3ccccc3)CC2)c1
→ -5 | 3 | 1.3 | -4.4 | 0.1 | -2.1 | -4 | 1 | 60
COc1ccc(NS(=O)(=O)c2cccc(Cl)c2)cc1S(=O)(=O)N1CCCCC1
→ -13 | -6 | 1.8 | -1.6 | 4.1 | -2.6 | 5 | -3 | 11
COc1ccc(C(=O)Nc2cc(Cl)ccc2C(=O)O)cc1
→ -10 | 5 | -1.0 | 1.2 | 2.4 | 1.8 | 21 | -7 | -16
Cn1c(CCNC(=O)c2ccccc2Cl)n[nH]c1=S
→ 0 | -5 | -0.3 | 1.8 | 1.4 | -1.1 | 3 | -2 | -88
COc1cccc(C(=O)Nc2nnc(-c3ccccc3)s2)c1
→ -15 | 1 | . | -1.3 | . | -2.2 | -3 | -7 | 2

The results go on.
SMILES	FID counter	GPR7 antag	OXTR agonist	VIM-2 inh	V1aR counter	IMP-1 inhibitor	NS3 helicase inh	GalR3 antagonist	PHOSPHO1 block
Cc1cccc(C2c3[nH]c4ccccc4c3CCN2C(=O)c2ccc(=O)[nH]c2)n1 (stereo unspecified)	-21	-10	0.4	-2.2	0.9	-2.8	-1	-5	10
CC(=O)Nc1nc2ccccc2n1CCN1CCOCC1	-2	-4	0.6	1.1	0.3	-0.5	6	1	-10
O=C(NCCN1C(=O)S/C(=C\c2ccc(OC(F)F)cc2)C1=O)[C@@H]1CCCN1C(=O)c1cccs1	-29	-2	-0.7	0.3	-1.0	-2.1	-2	-4	8
C=CCn1c(CNC(=O)c2ccccc2C)nnc1SCC(=O)NC1CCCC1	-10	-8	-0.2	-3.6	0.3	2.0	2	-3	17
CCOC(=O)Cn1nnnc1C(CC)N(Cc1cccs1)Cc1cc2ccc(OC)cc2[nH]c1=O (stereo unspecified)	-17	-15	-1.0	-5.6	-0.7	-2.9	1	7	2
O=C(Cn1cc2c(n1)CCCC2)NCCCN1CCN(c2ccccc2F)CC1	3	-14	-0.9	-2.5	-0.6	-5.2	-12	-1	13
COc1cccc(-c2cn(-c3cccc(C(F)(F)F)c3)c(=S)[nH]2)c1	-21	26	.	-0.7	.	1.0	9	-11	.

Screening data deposited in PubChem BioAssay by several laboratories.
